BRCA1 expr act = increases BRCA1 expression | MCF7-BRCA1-FFLuc reporter, luminescence, 48 h; response scale: scaled: vehicle 0%, 10 µM genistein 100% | Potency, µM (titrated, usually from 46.1 µM), for inactives: at the top dose activation, actives largely listed as activators | hit rate 1.1% among 380,000; also: potency is read from the fitted curve at half-maximal effect; nearly all actives have a fitted effect of over 80% in size; some results filed as inactive show a strong effect at the top dose
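Luminescence from a BRCA1-driven firefly luciferase in MCF7 cells was read after 48 h compound exposure at 37 C. Data normalized against DMSO and a 10microM genistein activation control, then curve-fitted across the titration.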
Tb PFK inh = inhibitors of T. brucei phosphofructokinase; O15648; T. brucei PFK, ADP-Glo luminescence; Potency, µM (series often up to 57.5 µM), inactives show top-dose activity, negative = inhibition, hits mostly inhibitors; hit rate 0.17% among 330,000;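 also: potency is read from the fitted curve at half-maximal effect; 0% = uninhibited 1x PFK enzyme wells and -100% = no-enzyme wells; nearly all actives have a fitted effect of over 60% in size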
Target sequence (O15648 whole entry, looked up): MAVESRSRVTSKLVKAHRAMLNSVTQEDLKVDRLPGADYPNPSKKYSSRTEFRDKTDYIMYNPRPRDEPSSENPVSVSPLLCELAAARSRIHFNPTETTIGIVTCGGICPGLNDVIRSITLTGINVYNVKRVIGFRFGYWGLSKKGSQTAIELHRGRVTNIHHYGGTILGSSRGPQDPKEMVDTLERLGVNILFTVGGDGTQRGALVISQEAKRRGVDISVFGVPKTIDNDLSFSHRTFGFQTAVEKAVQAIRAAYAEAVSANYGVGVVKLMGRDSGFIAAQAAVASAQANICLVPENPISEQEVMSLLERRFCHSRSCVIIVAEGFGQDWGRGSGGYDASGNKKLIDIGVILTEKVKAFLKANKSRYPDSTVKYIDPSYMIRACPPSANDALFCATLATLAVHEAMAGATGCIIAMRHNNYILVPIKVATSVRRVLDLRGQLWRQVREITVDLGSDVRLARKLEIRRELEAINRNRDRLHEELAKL
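Compounds were pin-transferred as a titration series up to 57 uM into substrate buffer (0.5 mM F6P, 0.1 mM ATP, pH 8.0), then 1.25 nM PFK was added and reactions ran 45 min before ADP-Glo detection.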
Rab9 promoter act = Rab9 promoter activation; Huh7 Rab9 promoter-luciferase reporter, luminescence, 24 h; Potency, µM (highest dose often 9.22 µM), inactives show top-dose activation, negative = inhibition, hits mostly activators; hit rate 2.8% among 320,000; also: potency is read from the fitted curve at half-maximal effect; % of control where 0% means no effect; nearly all actives have a fitted effect of over 60% in size
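Steps: seed 1500 Huh7 Rab9-luc cells per well, rest 2 h at 37 °C; add compound in DMSO; incubate 24 h; add luciferase reagent, 10 min ambient; read luminescence.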
Gal4-VP16 FLuc = counter-screen for ROR gamma inhibitors: Gal4-VP16 reporter; Potency, µM (highest dose often 53.6 µM), without a hit: top-dose activity, negative = inhibition, most hits filed as inhibitors; hit rate 3.5% among 310,000; Drosophila S2 Gal4-VP16 UAS-luciferase, luminescence, 20 h;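 also: Gal4-VP16 expression switched on by copper sulfate through the metallothionein promoter; potency is read from the fitted curve at half-maximal effect; % is scaled to controls: 0 for no effect and ±100 for the full control effect; nearly all actives have a fitted effect of over 50% in size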
p53 reactivator = mutant p53 re-activation in reporter cells; H1299 p53-A138V BP100-luciferase reporter, luminescence, 24 h; hit rate 0.063% among 320,000; Potency, µM (highest dose often 92.2 µM), inactives show top-dose activity change, positive = activation, usual class: activators; also: potency is read from the fitted curve at half-maximal effect; % of control where 0% means no effect; nearly all actives have a fitted effect of over 45% in size
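p53-null H1299 cells stably carrying temperature-sensitive p53-A138V and a BP100-luciferase reporter were pinned with compounds (4-point, 1:5 series) and held 24 hrs at 37 deg C. Luminescence was read 10 min after detection reagent.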
ELG1 repair inh = ELG1-dependent DNA repair inhibition; HEK293T ELG1-luciferase reporter, luminescence, 16 h; DNA damage induced by 5-fluorouridine; Potency, µM (top dose mostly 46.1 µM), for inactives: at the highest dose activity change, negative = inhibition, most hits filed as inhibitors; hit rate 2.3% among 330,000; also: potency is read from the fitted curve at half-maximal effect; % is scaled to controls: 0 for no effect and ±100 for the full control effect; nearly all actives have a fitted effect of over 55% in size
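5-Fluorouridine DNA damage + compound/DMSO, 2,000 cells/well, 16 h, 37 °C/5% CO2. ONE-Glo, 30 min RT, luminescence. Readout = decrease in reporter signal.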
RORg inh = ROR gamma (mouse) transcription inhibition | AID 2551 | Potency, µM (series often up to 53.6 µM), for inactives: at the highest dose activity change, negative = inhibition, actives largely listed as inhibitors | hit rate 5.4% among 310,000 | P51450 | Drosophila S2 Gal4-RORgamma UAS-luciferase reporter, 20 h; also: potency is read from the fitted curve at half-maximal effect; % is scaled to controls: 0 for no effect and ±100 for the full control effect; nearly all actives have a fitted effect of over 60% in size
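Luminescence from a UAS-regulated Photinus luciferase reporter in stably transfected Drosophila Schneider cells is measured; decreased signal marks ROR gamma inhibition. Fusion expression is induced by 700 uM copper sulfate for 20 hr.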
ELG1 genotoxic = genotoxicity induction in ELG1-luciferase HEK293T cells | hit rate 1.3% among 330,000 | Potency, µM (series often up to 46 µM), for inactives: at the highest dose activity change, positive = activation, most hits filed as activators | HEK293T ELG1-luciferase reporter, luminescence, 16 h; also: potency is read from the fitted curve at half-maximal effect; % of control where 0% means no effect; nearly all actives have a fitted effect of over 60% in size
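Step 1: seed 2,000 HEK293T ELG1-luciferase cells per well. Step 2: add compound or DMSO, incubate 16 hr at 37 °C. Step 3: ONE-Glo, 30 min at room temperature, read luminescence.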
FLuc modulator = counter-screen for miR-21 project: firefly luciferase inhibitors or activators | AID 588342 | Potency, µM (titrated, usually from 57.5 µM), for inactives: top-dose activity change, negative = inhibition, actives largely listed as inhibitors | hit rate 6.9% among 360,000 | purified FLuc, Km substrates, luminescence inhibition | P08659;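 also: potency is read from the fitted curve at half-maximal effect; plate controls were vehicle for no effect and reference inhibitor for full effect; nearly all actives have a fitted effect of over 55% in size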
Target sequence (P08659 whole entry, looked up): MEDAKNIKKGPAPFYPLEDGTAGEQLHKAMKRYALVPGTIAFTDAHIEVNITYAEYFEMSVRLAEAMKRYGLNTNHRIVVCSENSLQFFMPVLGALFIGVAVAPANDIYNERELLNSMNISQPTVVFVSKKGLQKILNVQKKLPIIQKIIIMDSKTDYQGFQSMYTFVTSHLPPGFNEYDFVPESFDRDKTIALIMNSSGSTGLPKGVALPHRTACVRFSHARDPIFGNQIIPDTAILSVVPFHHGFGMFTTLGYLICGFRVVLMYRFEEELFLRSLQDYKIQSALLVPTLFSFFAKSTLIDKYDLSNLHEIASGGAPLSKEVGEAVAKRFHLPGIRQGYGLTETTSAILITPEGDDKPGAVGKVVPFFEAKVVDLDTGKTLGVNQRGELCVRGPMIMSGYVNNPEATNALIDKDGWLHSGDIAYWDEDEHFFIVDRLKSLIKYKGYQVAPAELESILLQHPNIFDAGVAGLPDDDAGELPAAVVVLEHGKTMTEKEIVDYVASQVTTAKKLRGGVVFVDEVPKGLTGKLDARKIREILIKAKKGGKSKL
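Purified P. pyralis luciferase, 10 nM final, with Km-level 10 uM D-luciferin and 10 uM ATP in 50 mM Tris acetate pH 7.5, 10 mM Mg acetate, 0.01% Tween-20, 0.05% BSA; 6-point qHTS titration about 60 µM downward; luminescence read.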
NPC1 prom act = NPC1 promoter activation | Huh7 NPC1 promoter luciferase reporter, 24 h | Potency, µM (highest dose often 9.22 µM), without a hit: at the highest dose activation, hits mostly activators | hit rate 2.4% among 320,000 | AID 485313;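 also: potency is read from the fitted curve at half-maximal effect; % of control where 0% means no effect; nearly all actives have a fitted effect of over 60% in size; reporter is driven by a mutant NPC1 promoter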
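Huh7 reporter cells (NPC1 promoter driving luciferase) are dosed with compound for 24 h at 37 °C, 5% CO2; luciferase detection reagent is then added and luminescence measured after 10 min at ambient temperature.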
TRPV1 agonist = activates the human vanilloid receptor TRPV1; Q8NER1; TRPV1-expressing cells, Fluo-8 calcium influx, agonist mode; activation, % at 8.33 µM; hit rate 0.19% among 320,000; in the data active = activation above about 80%; inconclusive = between about 30% and that limit; also: 0% is about no effect
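TRPV1-expressing cells were cultured overnight at 35.5C and loaded with Fluo-8 calcium dye for 40 to 90 min at room temperature. After a 10 s baseline, compound was added and calcium influx was read kinetically for 3 min (ex 480/em 520 nm).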
* marks the source's active call; other numbers are inactive results; ? = inconclusive; · = no result given; & = joins results of further samples; [ ] = remark or other dose. Unless noted, calls follow the shape of the dose curve; as a rule, active = well fitted curve in the direction sought with a large enough effect; inconclusive = small, poorly fitted or top-dose-only effect, or another doubt; inactive = no such curve, though single readings can be large; an effect the other way counts as inactive or inconclusive. The order is random. About 15% of those tested had a hit in this group.

entry	molecule	NPC1 prom act	Tb PFK inh	RORg inh	FLuc modulator	Rab9 promoter act	BRCA1 expr act
1	CCN(CC(=O)Nc1ccc(NC(C)=O)cc1)CC(=O)Nc1ccccc1C(=O)c1ccccc1	-2%	-4%	43%	7%	-1%	-34%
2	Cc1ccc(CNC(=O)/C=C/c2ccc(S(=O)(=O)N3CCOCC3)cc2)cc1	-1%	0%	?	3%	-1%	2%
3	O=C(O)CCc1ccc(-c2ccccc2)n1CC(=O)Nc1cccc(C(F)(F)F)c1	4%	1%	0%	-1%	-2%	4%
4	Cc1cnc(C(=O)OCC(=O)Nc2cc(-c3ccccc3)nn2-c2ccccc2)cn1	-1%	-5%	·	-3%	1%	9%
5	O=C(/C=C/c1ccccc1Cl)Nc1cccc(O)c1	?	-3%	0.32µM*	1.1µM*	?	?
6	O=C(O)C1CCN(C(=O)c2ccccc2C(=O)N2CCC(C(=O)O)CC2)CC1	-1%	0%	5%	13%	-5%	0%
7	COc1cc2ccccc2cc1C(=O)NCC(c1cccs1)N(C)C (centres undefined)	2.8µM*	-2%	-4%	5.4µM*	?	111%
8	COc1ccc(NC(=O)COC(=O)CNC(=O)C2CCCCC2)cc1OC	·	12%	·	·	·	8%
9	C=CCN1C(=O)c2ccccc2Sc2ccc(C(=O)NC(C)C)cc21	-1%	1%	-2%	-3%	-2%	-6%
10	COc1ccc(NC(=O)c2ccc(NC(=O)c3ccncc3)cc2)cc1	0%	-1%	-14%	1%	-7%	3%
11	O=C(c1ccco1)N1CCN(c2nc(C(F)(F)F)nc3c2nnn3Cc2ccccc2)CC1	-9%	1%	26%	0%	-6%	-80%
12	COc1ccc(Cl)cc1NC(=O)CNc1ccc(F)cc1C	0%	11%	?	2%	-3%	-30%

entry	ELG1 genotoxic	TRPV1 agonist	Gal4-VP16 FLuc	p53 reactivator	ELG1 repair inh
1	0%	6	-5%	-4%	?
2	-4%	0	-5%	-6%	-14%
3	-2%	9	1%	·	14%
4	5%	1	·	-4%	23%
5	?	?	2.5µM*	?	?
6	0%	0	-9%	0%	1%
7	16%	?	-23%	-2%	?
8	1%	·	·	-3%	15%
9	1%	7	-2%	-7%	-4%
10	10µM*	1	-2%	8%	21%
11	-7%	9	-29%	2%	?
12	-2%	1	?	3%	3%

Next section:
entry	molecule	NPC1 prom act	Tb PFK inh	RORg inh	FLuc modulator	Rab9 promoter act	BRCA1 expr act
13	CNC(=O)c1ccccc1F	-1%	-1%	-34%	1%	-1%	14%
14	CNC(=O)c1c(NC(=O)c2ccc(S(=O)(=O)N3CC(C)OC(C)C3)cc2)sc2c1CCN(C(C)C)C2 (centres undefined)	4%	0%	21%	-3%	14%	2%
15	CNC(=S)N1C2CCCC1CC(NC(=O)c1ccc(F)cc1)C2 (centres undefined)	-4%	0%	-10%	0%	-6%	-1%
16	Cn1c(NCCCO)nc2ccccc21	-2%	0%	-13%	6%	14%	7%[1.84 µM]
17	CCNC(=O)N1c2ccccc2Sc2ccccc21	-3%	-1%	7%	-3%	-7%	5%
18	N#Cc1cc(C(=O)c2cc(F)ccc2O)cn(-c2nccs2)c1=O	-2%	11%	33%	6%	-6%	-55%
19	CC(C(=O)N1CCCCC1)N(C)CC(=O)Nc1cccc(F)c1 (centres undefined)	-4%	-11%	·	-2%	0%	-5%
20	O=C(O)C1C2C=CC3(O2)C1C(=O)N1c2ccccc2C2OCCC2C13 (centres undefined)	·	·	-5%	7%	·	3%
21	Cc1cc(C)c(NC(=S)N(C)C)c(C)c1	0%	-1%	-7%	1%	-2%	2%
22	O=C(O)C1=CC[C@@H](c2ccc(Cl)cc2)N(S(=O)(=O)c2ccc(Cl)cc2)[C@H]1c1cccc(Cl)c1	-2%	-5%	·	-2%	-5%	0%
23	Cc1ccccc1CN1CCC(N2CCC(C(=O)NCC3CCCO3)CC2)CC1 (centres undefined)	1%	1%	-15%	6%	2%	0%
24	NNc1nc2c(Cl)ccc(Cl)c2s1	0%	?	11µM*	-8%	-4%	-65%

entry	ELG1 genotoxic	TRPV1 agonist	Gal4-VP16 FLuc	p53 reactivator	ELG1 repair inh
13	2%	-1	-7%	-2%	1%
14	4%	3	-2%	14%	2%
15	2%	-1	-2%	6%	-16%
16	0%	0	-2%	2%	12%
17	-3%	-3	-17%[10 µM]	-7%	-2%
18	3%	?	-14%	9%	4%
19	1%	11	·	-13%	1%
20	·	-1	0%	·	·
21	1%	-3	5%	-1%	?
22	-3%	-3	·	1%	-4%
23	-5%	-2	-2%	18%	-4%
24	-3%	0	18µM*	2%	0%

Some of these compounds in order of their number in p53 reactivator, high to low:
No. | SMILES | p53 reactivator
12 | COc1ccc(Cl)cc1NC(=O)CNc1ccc(F)cc1C | 3%
1 | CCN(CC(=O)Nc1ccc(NC(C)=O)cc1)CC(=O)Nc1ccccc1C(=O)c1ccccc1 | -4%
19 | CC(C(=O)N1CCCCC1)N(C)CC(=O)Nc1cccc(F)c1 (centres undefined) | -13%

The listing continues:
entry	molecule	NPC1 prom act	Tb PFK inh	RORg inh	FLuc modulator	Rab9 promoter act	BRCA1 expr act
25	C/C(=C\C(=O)c1ccccc1)Nc1ccc2c(c1)OCO2	2.8µM*	-5%	-11%	3.8µM*	4µM*	7.9µM*
26	CN(c1ccccc1)S(=O)(=O)c1nnc(NC(=O)COc2ccccc2F)s1	-6%	-1%	31%	-1%	-2%	-9%
27	O=C(N/C(=C/c1ccc([N+](=O)[O-])cc1)C(=O)N1CCCC1)c1ccccc1	-2%	-1%	9%	1%	-3%	21%
28	COc1ccccc1CCNC(=O)C(=O)c1cn(CC(=O)N2CCOCC2)c2ccccc12	15%	-5%	38%	24µM*	18%	-7%
29	COc1ccc(CNC(=O)CCNS(=O)(=O)c2cccc3nsnc23)cc1	0%	-1%	24%	-4%&-1%	-3%	0%&10%
30	CCOC(=O)C(C)Sc1nc(-c2ccccn2)ncc1OC (centres undefined)	-3%	1%	7.1µM*	2%	-3%	0%
31	Cc1ccc(CNC(=O)CN2C(=O)NC3(CCCC3)C2=O)cc1	·	0%	·	·	·	-53%
32	Nc1nc(NCCCN2CCOCC2)nc(Nc2ccc(F)cc2)c1[N+](=O)[O-]	0%	-1%	-14%	-8%	-3%	-45%
33	O=C(N/N=C/c1ccc[nH]1)c1ccncc1	0%	-1%	20µM*	7%	1%	-18%
34	CC1(C)CC(NC(=O)c2cc([N+](=O)[O-])cc([N+](=O)[O-])c2)CC(C)(C)N1	3%	0%	?	-4%	4%	-41%
35	C=CCOC(=O)C1=C(C)NC(C)=C(C(=O)OCC=C)C1c1ccc(O)cc1	1%	3%	0%	1%	-4%	-4%[1.84 µM]
36	c1ccc(OCc2nn3c(-c4ccccn4)nnc3s2)cc1	?	3%	-2%	?	27%	82%
37	CCn1c(SCC(=O)NC2CCCCC2)nc2ccccc2c1=O	-3%	1%	3%	-1%	7%	-11%
38	CC(=O)Nc1ccc(S(=O)(=O)Nc2cccc(-c3ccc4nncn4n3)c2)cc1	-5%	-1%	8%	-5%	-9%	9%
39	COCCn1c(SCC(=O)NC(C)c2ccccc2)nc2ccccc21 (centres undefined)	-2%	-1%	0%	-3%	1%	-16%

entry	ELG1 genotoxic	TRPV1 agonist	Gal4-VP16 FLuc	p53 reactivator	ELG1 repair inh
25	?	-11	19%	?	?
26	-4%	1	0%	-4%	-5%
27	8%	0	1%	-2%	17%
28	10%	5	0%	16%	?
29	-7%	6	-6%	-7%	-17%
30	-4%	0	?	1%	-11%
31	-1%	·	·	4%	-2%
32	8%	0	-10%	-14%	-11%
33	-16%	1	?	1%	17%
34	-5%	0	-7%	0%	?
35	-2%	1	-12%	-8%	-5%
36	14%	28	8%	12%	?
37	-1%	8	-6%	11%	-3%
38	3%	0	4%	-2%	3%
39	-2%	1	-6%	-4%	3%

Along the list, as entered above.
ELG1 genotoxic, compounds 20 to 24, in order: ·, 1%, -3%, -5%, -3%
Tb PFK inh, compounds 20 to 24, in order: ·, -1%, -5%, 1%, ?

Some of the entries above, reformatted.
34	CC1(C)CC(NC(=O)c2cc([N+](=O)[O-])cc([N+](=O)[O-])c2)CC(C)(C)N1
35	C=CCOC(=O)C1=C(C)NC(C)=C(C(=O)OCC=C)C1c1ccc(O)cc1
assay / compound	34	35
NPC1 prom act	3%	1%
Tb PFK inh	0%	3%
RORg inh	?	0%
FLuc modulator	-4%	1%
Rab9 promoter act	4%	-4%
BRCA1 expr act	-41%	-4%[1.84 µM]
ELG1 genotoxic	-5%	-2%
TRPV1 agonist	0	1
Gal4-VP16 FLuc	-7%	-12%
p53 reactivator	0%	-8%
ELG1 repair inh	?	-5%
